GPT2 inhibitor: inhibitors of human GPT2 alanine aminotransferase | Recombinant GPT2, coupled pyruvate oxidase/HRP Amplex Red fluorescence | 100,000 compounds, 0.25% hits | AID 1671188 | Potency, µM (titrated, usually from 57.7 µM), for inactives: at the highest dose activity change, negative = inhibition, hits mostly inhibitors; note: potency is the fitted concentration of half-maximal effect; nearly all actives have a fitted effect of over 60% in size; many of its hits are not listed in these tables
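Fluorescence of coupled pyruvate oxidase/HRP/Amplex Red system (50uM Amplex, 30 min, dark) reports pyruvate formed by GPT2. Enzyme reaction: 10ng/uL GPT2, 2mM L-alanine, 250uM a-KG, 30 min room temperature, pH 7.5; 50uM AOA control.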
Luciferase inh: inhibitors of firefly (Photinus pyralis) luciferase. purified P. pyralis luciferase, luminescence, biochemical. 76,000 compounds, 2.5% hits. Potency, µM (doses to about 115 µM), for the others: at the highest dose activity change, negative = inhibition, actives largely listed as inhibitors. P08659; note: potency is the fitted concentration of half-maximal effect; nearly all actives have a fitted effect of over 65% in size
Target sequence (P08659 whole entry, looked up): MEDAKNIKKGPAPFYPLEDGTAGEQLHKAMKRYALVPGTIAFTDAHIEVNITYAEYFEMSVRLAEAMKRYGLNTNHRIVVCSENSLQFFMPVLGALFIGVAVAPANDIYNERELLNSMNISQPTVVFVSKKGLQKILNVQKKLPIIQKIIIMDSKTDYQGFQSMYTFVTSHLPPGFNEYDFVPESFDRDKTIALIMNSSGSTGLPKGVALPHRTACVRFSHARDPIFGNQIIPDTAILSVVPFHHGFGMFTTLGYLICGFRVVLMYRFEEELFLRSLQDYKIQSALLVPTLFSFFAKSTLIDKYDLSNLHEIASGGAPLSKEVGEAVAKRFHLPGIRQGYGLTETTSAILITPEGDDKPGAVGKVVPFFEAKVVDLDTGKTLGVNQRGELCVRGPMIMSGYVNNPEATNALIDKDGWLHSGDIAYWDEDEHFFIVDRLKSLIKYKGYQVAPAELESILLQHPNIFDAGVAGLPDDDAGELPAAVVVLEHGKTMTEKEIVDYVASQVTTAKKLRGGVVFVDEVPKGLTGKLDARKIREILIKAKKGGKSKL
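Biochemical qHTS: compound (6-point titration) added to 10uM D-luciferin plus 10uM ATP in Tris acetate pH 7.5 buffer with Mg, Tween-20 and BSA, then purified enzyme at 10nM; light output imaged.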
3T3 cytotox: NIH 3T3 cell cytotoxicity | NIH 3T3 viability, CellTiter-Glo ATP luminescence, 48-72 h | 94,000 compounds, 4.3% hits | Potency, µM (top dose mostly 96.7 µM), for inactives: at the top dose activity change, negative = cytotoxicity, usual class: inhibitors; note: potency is the fitted concentration of half-maximal effect; nearly all actives have a fitted effect of over 55% in size
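Cytotoxicity was measured by CellTiter-Glo ATP luminescence after 48 or 72 h compound exposure at 37 °C. Mouse NIH 3T3 fibroblasts were seeded at 400 cells/well and dosed by 23 nL pin transfer.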
HEK293 tox: HEK 293 cell cytotoxicity | AID 1345083 | Potency, µM (doses to about 115 µM), without a hit: at the highest dose activity change, negative = cytotoxicity, usual class: inhibitors | HEK 293 viability, ATP luminescence (CellTiter-Glo), 48-72 h | 94,000 compounds, 6.6% hits; note: potency is the fitted concentration of half-maximal effect; nearly all actives have a fitted effect of over 60% in size
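HEK 293 seeded at 250 cells/well receive compound via pintool. After 48 or 72 hr at 37 degree Celsius, 5% CO2 and 95% humidity, CellTiter-Glo is dispensed and luminescence read following 10 min at room temperature.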
SNCA expr inh: reduces expression of the alpha-synuclein gene; Potency, µM (series often up to 57.2 µM), for the others: at the highest dose activity change, negative = inhibition, hits mostly inhibitors; HEK-293 SNCA-luciferase knock-in, luminescence, 24 h; AID 1671194; 140,000 compounds, 0.17% hits;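 note: potency is the fitted concentration of half-maximal effect; plate controls were DMSO cells for no effect and cell-free wells for full effect; nearly all actives have a fitted effect of over 45% in size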
HEK293 viab: counter-screen for SNCA expression inhibitors: cell viability; HEK-293-SNCA-luc viability, GF-AFC fluorescence, 24 h; Potency, µM (top dose mostly 57.1 µM), inactives show at the top dose activity change, negative = cytotoxicity, most hits filed as cytotoxic; 150,000 compounds, 0.12% hits;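 note: potency is the fitted concentration of half-maximal effect; 0% = DMSO-treated cells and -100% = medium-only wells without cells; nearly all actives have a fitted effect of over 30% in size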
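Cytotoxicity counterscreen: after 24 h compound treatment of genome-edited SNCA-luciferase HEK-293 cells, live-cell protease substrate GF-AFC read by fluorescence after 30 min; activity scaled between DMSO (0%) and medium-only (-100%), curves Hill-fitted.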
IP6K1 inhibitor: inhibitors of human IP6K1. 140,000 compounds, 0.81% hits. Q92551. activity change, % (series mostly up to about 58 µM). IP6K1 kinase, ADP-Glo luminescence, 2 h; active compounds read low; in the data active = activity change below about -25%
Target sequence (Q92551 whole entry, looked up): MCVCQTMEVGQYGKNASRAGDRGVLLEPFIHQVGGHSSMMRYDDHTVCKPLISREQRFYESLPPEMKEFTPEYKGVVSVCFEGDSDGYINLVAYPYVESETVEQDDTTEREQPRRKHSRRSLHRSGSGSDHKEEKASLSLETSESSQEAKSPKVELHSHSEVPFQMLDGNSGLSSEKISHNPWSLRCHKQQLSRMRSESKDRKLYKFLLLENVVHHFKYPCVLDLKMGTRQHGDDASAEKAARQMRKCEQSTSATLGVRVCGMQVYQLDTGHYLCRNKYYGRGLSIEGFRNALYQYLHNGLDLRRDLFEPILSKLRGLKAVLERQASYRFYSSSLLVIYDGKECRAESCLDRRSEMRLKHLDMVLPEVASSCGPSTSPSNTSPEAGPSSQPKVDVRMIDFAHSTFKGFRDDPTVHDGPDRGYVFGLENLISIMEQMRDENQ
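ADP-Glo luminescence measures ADP made by human IP6K1 during a 2 h RT reaction with ATP/IP6 (mix at 1.3 mM/130 uM); top library doses 57.5 and 19.1 uM final.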
Numbers without * were called inactive; i = inactive; ? = inconclusive; . = no result given; [ ] = dose if it differs, or a comment. Unless noted, calls come from the whole dose curve; as a rule, active = well fitted curve in the direction sought with a large enough effect; inconclusive = small, poorly fitted or top-dose-only effect, or another doubt; inactive = no such curve, though single readings can be large; an effect the other way counts as inactive or inconclusive. Unless noted, % is set by controls: 0 for no effect and ±100 for the full control effect. Outcome played no part in choosing rows (roughly 7.7% active in at least one column).

A first look, 2 compounds:
| Molecule | HEK293 tox | Luciferase inh | SNCA expr inh | IP6K1 inhibitor | 3T3 cytotox | HEK293 viab | GPT2 inhibitor |
| --- | --- | --- | --- | --- | --- | --- | --- |
| Cc1cccc(N(CC(O)Cn2c3ccccc3c3ccccc32)S(=O)(=O)c2ccc(F)cc2)c1 (centres undefined) | . | . | ? | -4 | . | ? | . |
| COc1cc(NC(=O)Cn2nc3n(c2=O)CCCCC3)cc(OC)c1OC | -7% | 0% | 25% | 32 | i | -3% | 2% |

The listing (from the top)
| Molecule | HEK293 tox | Luciferase inh | SNCA expr inh | IP6K1 inhibitor | 3T3 cytotox | HEK293 viab | GPT2 inhibitor |
| --- | --- | --- | --- | --- | --- | --- | --- |
| Cc1cccc(N(CC(O)Cn2c3ccccc3c3ccccc32)S(=O)(=O)c2ccc(F)cc2)c1 (centres undefined) | . | . | ? | -4 | . | ? | . |
| COc1cc(NC(=O)Cn2nc3n(c2=O)CCCCC3)cc(OC)c1OC | -7% | 0% | 25% | 32 | i | -3% | 2% |
| CCS(=O)(=O)N[C@H](Cc1ccccc1)C(=O)N1CCOCCNC(=O)CC1 | 0% | -10% | -8% | 0 | 4% | -8% | 2% |
| CNC(=O)c1cc(C2CC2)nc2c1c(C1CCCN(C(=O)c3ccc(Cl)nc3)C1)nn2C (centres undefined) | -28% | . | . | -5 | ? | . | . |
| COc1ccccc1CC(=O)N1CCN(C(=O)c2nnn3c2COC(c2ccc(Cl)cc2)C3)CC1 (centres undefined) | ? | 5% | -30% | 8 | ? | -8% | i |
| CCc1ccc(NC(=O)CSc2nc(-c3ccccc3Cl)nc3c2Cc2c(CO)cnc(C)c2O3)cc1 | . | . | ? | 3 | . | ? | . |
| CCOc1ccccc1NC(=O)c1ccc(F)c(S(=O)(=O)NCc2ccc3c(c2)OCO3)c1 | . | . | -6% | 37 | . | 5% | . |
| Cc1ccccc1C(=O)N1CC2(Cc3ccccc3N([S+](C)(=O)[O-])C2)C1 | ? | -8% | -9% | -9 | -17% | 11% | i |
| CCOC(=O)C(Cc1cccc(N2CC(Oc3ccccc3Cl)C2)c1F)OC (centres undefined) | ? | . | . | 15 | -29% | . | . |
| CCOc1ccc(S(=O)(=O)Nc2cccc(-c3ccc(OCC)nn3)c2)cc1 | . | . | ? | -10 | . | 7% | . |
| O=[S+]([O-])(NC1CCCN(c2ccnc3ccnn23)C1)c1ccccc1 (centres undefined) | -31% | . | 1% | 8 | ? | 11% | i |
| O=C(c1ccccc1F)N1CCC2(CC1)C(=O)NCN2Cc1ccc(Cl)cc1 | ? | 5% | -26% | -6 | -19% | 14% | i |
| O=C(NC1CCN(c2cc(-c3ccc(Cl)cc3)[nH]n2)C1)c1ccc2[nH]ccc2c1 (centres undefined) | ? | ? | 9% | 2 | 40µM* | -17% | ? |
| Cn1nc(C(=O)NCC(=O)N2CCCCCCNC(=O)CC2c2ccccc2)c2ccccc21 (centres undefined) | -13% | -17% | -26% | 6 | -16% | -19% | ? |
| CC[N+](CC)(CC)CCOC(=O)C(C1CCCC1)C1CCCC1 | . | . | 25%[25.6 µM] | 3 | . | 15%[23.9 µM] | i |
| Cc1c(Cl)cccc1NC(=O)Cn1cccc1-c1nc(-c2ccccc2)no1 | 10% | -1% | 2% | 19 | i | 9% | 2% |
| Cc1ccc(C(c2sc3nc(-c4ccco4)nn3c2O)N2CCCCC2)cc1 (centres undefined) | . | . | 16% | -10 | . | 0% | . |
| Cn1c(Cn2cccn2)nnc1C1CC(NC(=O)CN2CCCC2=O)C1 (centres undefined) | -1% | 8% | 6% | 8 | i | 3% | -4% |
| O=C(c1cccnc1OC1CCN(C(=O)C2CC2)C1)N1CCOCC1 (centres undefined) | 0% | -7% | 11% | -6 | i | 23% | i |
| COc1ccc(Cn2c(=O)c3oc4ccccc4c3n(Cc3cccc(C(F)(F)F)c3)c2=O)cc1 | . | . | -20% | 3 | . | 3% | . |
| COc1ccc(NC(=O)c2nc3sccn3c2-c2cccc(C(F)(F)F)c2)cc1 | ? | . | -28% | 7 | ? | 22µM* | ? |
| Cc1cccc(C(=O)Nc2ccccc2-c2nc(-c3ccccc3)no2)c1 | . | . | 36%[activator] | -1 | . | -5% | . |
| O=C(CN1C(=O)NC(c2ccccc2Cl)C2=C1COC2=O)Nc1cc(F)ccc1Cl (centres undefined) | ? | -5% | ? | 13 | -4% | 1% | i |
| O=C(CC1CCCCC1)N1CCC(n2cc(-c3nc(-c4ccccc4)no3)nn2)CC1 | 28µM* | -6% | 13% | 11 | ? | 3% | i |
| Cc1ccccc1-c1nc(N2CCOCC2)cc2c1CN(Cc1ccccc1)C2=O | 50µM* | -6%[172 µM] | ? | 10 | 25µM* | -27%[87.6 µM] | -6%[88.5 µM] |
| COc1cccc(CN2C(=O)CCCCC2C(=O)NCCc2c[nH]c3ccc(OC)cc23)c1 (centres undefined) | -3% | 10% | 5% | 14 | -18% | -11% | i |
| Cn1cnnc1CC1CCN(Cc2nc3ccccc3n2C)CC1 | i | 6% | 8% | -22 | 1% | -5% | i[11.5 µM] |
| CCOC(=O)N1CCC(=O)N(CCOC)C[C@H]2CN(C)c3ccccc3[C@@H]21 | ? | . | -12%[25.6 µM] | -2 | ? | -2%[23.9 µM] | i |
| O=C(c1cccnc1OC1CCN(S(=O)(=O)c2ccccc2F)C1)N1CCOCC1 (centres undefined) | -4% | -5% | 8% | 13 | -3% | -3% | 1% |
| COC(=O)c1cc2n(n1)CCCN(C(=O)c1cc(-c3ccccc3O)n[nH]1)C2 | ? | -2% | ? | 22 | ? | -28% | i |
| NCCCC(=O)N1CCCC(N2CCN(c3cccc(Cl)c3)CC2)C1 (centres undefined) | -28% | -10% | 14% | 10 | -27% | ? | i |
| Cc1nn(C(=O)COc2ccccc2)c(C)c1Sc1ccccc1 | . | . | 3% | -4 | . | -8% | . |
| COC(=O)c1cccc(-c2nc(C3CC(=O)N(c4ccc(F)cc4)C3)no2)c1 (centres undefined) | ? | -5% | -21% | 0 | -18% | 9% | -3% |
| CCNC(=O)N1CC[C@H]2CC(=O)N(Cc3cccnc3)CC[C@H]2C1 | 2%[172 µM] | -18%[172 µM] | 6%[87.6 µM] | 13 | -12%[174 µM] | 0%[87.6 µM] | -3%[88.5 µM] |
| COc1ccc(CNC(=O)CC2CCCCN(Cc3ccccc3)C2=O)cc1 (centres undefined) | ? | -6% | -22% | 2 | ? | 9% | i |
| CCC(=O)Nc1ccc(C2(C(=O)NCC3CC3)CCCCC2)cc1 | -14% | -6% | -8% | 5 | -8% | 11% | -26% |
| Cc1ccc(CN2C(=O)[C@@H]3C[C@@H](O)CN3C3(CN(CC4CCCCC4)C3)C2=O)o1 | -18%[172 µM] | 3%[172 µM] | -18%[87.6 µM] | -2 | ? | 1%[87.6 µM] | -6%[88.5 µM] |
| C[S+](=O)([O-])N1Cc2ccccc2OC2(CCN(C(=O)Cc3cccc(O)c3)CC2)C1 | i | . | -22% | 0 | -7% | 2% | -4% |
| CN1CC(=O)N(C2CCNC2)Cc2c(NCC3(O)CCCCC3)ncnc21 (centres undefined) | 0% | . | 0% | -5 | i | 1% | -14% |
| O=C(CNC(=O)c1ccc(-c2cnc3ccccc3c2)cc1)NCc1ccc(F)cc1 | ? | . | 13% | 16 | -49% | -11% | ? |

As entered above:
COc1ccc(CNC(=O)CC2CCCCN(Cc3ccccc3)C2=O)cc1 (centres undefined) | SNCA expr inh: -22%
Cc1ccc(CN2C(=O)[C@@H]3C[C@@H](O)CN3C3(CN(CC4CCCCC4)C3)C2=O)o1 | HEK293 tox: -18%[172 µM]

(continued)
| Molecule | HEK293 tox | Luciferase inh | SNCA expr inh | IP6K1 inhibitor | 3T3 cytotox | HEK293 viab | GPT2 inhibitor |
| --- | --- | --- | --- | --- | --- | --- | --- |
| Cc1cc(C)n(CCNC(=O)c2ccc3c(c2)[nH]c(=O)n3C2CCC(O)CC2)n1 (centres undefined) | -10% | -4% | 6% | -14 | -4% | 4% | -5% |
| Cc1ccc(S(=O)(=O)N2CCn3c(nn(CC4CC4)c3=O)C2)c(C)c1 | ? | -16% | -2% | 6 | -15% | 3% | i |
| Cc1ccc(C#N)c(N2CCN(C3CCCC3)C(CCO)C2)n1 (centres undefined) | -19% | 9% | ? | 21 | -1% | ? | 5% |
| O=C(c1ccc(Cl)cc1)N1CCN(c2nccc(Nc3ccccc3Cl)n2)CC1 | 22µM* | . | ? | 9 | ? | -10% | i |
| COc1cc(NC(=O)CC(c2ccc(C)cc2)N2Cc3ccccc3C2=O)cc(OC)c1 (centres undefined) | . | . | ? | -11 | . | -14% | . |
| CCCCCCNC(=O)CCc1c(C)nc2nc(-c3cc(OC)cc(OC)c3)nn2c1C | . | . | 21% | 6 | . | -2% | . |
| CC(=O)NC1CC2(CCN(C(=O)c3c(C)noc3C)CC2)c2ccccc21 (centres undefined) | i | . | 14% | -1 | i | 3% | -7% |
| Fc1cccc(-c2cnc([C@@H]3COCCN3Cc3ccccc3)[nH]2)c1 | ? | -9%[172 µM] | ? | 12 | ? | -12%[87.6 µM] | -28%[88.5 µM] |
| O=C(CCCc1nc(-c2ccccc2)no1)Nc1cc(C(F)(F)F)cc(C(F)(F)F)c1 | . | . | -22% | -8 | . | -17% | . |
| COc1cn(CC(=O)Nc2ccc(C)cc2C)c(CN2CCCCC2)cc1=O | . | . | -9% | 18 | . | 2% | . |
| O=C(Nc1ccc2c(c1)CN(CCc1ccc(F)cc1)C(=O)CO2)c1c(F)cccc1F | ? | -12% | 0% | -2 | ? | -21% | 5% |
| CCOC(=O)c1cnc2ccc(C(=O)OC)cc2c1Nc1ccccc1CC | . | . | -4% | 14 | . | -4% | . |
| Cc1ccccc1NC(=O)N1CCC(CCNC(=O)c2ccsc2)CC1 | 19% | 10% | 13% | -10 | 1% | -2% | i |
| O=C(NC1CC1)c1ccc2c(c1)CC(=O)N2Cc1ccc(F)cc1 | -1% | 14% | -5% | -12 | ? | 5% | i |
| Cc1ccc(Cn2c(C3CCN(C(=O)c4ccc(C)c(F)c4)CC3)n[nH]c2=O)cc1 | ? | 13% | 0% | -3 | -12% | 2% | i |
| CCSc1nc(-c2ccc(OC)cc2)nc2c1Cc1c(CO)cnc(C)c1O2 | . | . | -10% | 29 | . | -5% | . |
| COc1ccc(-c2ccc(C(=O)NCc3cccc(F)c3)cc2)nn1 | ? | . | . | 6 | -25% | . | . |
| O=C(NCC(c1cccnc1)N1CCc2ccccc2C1)C(=O)Nc1cccc(Cl)c1 (centres undefined) | . | . | 51%[activator] | -2 | . | -2% | . |
| Cc1cc(C)cc(NS(=O)(=O)c2ccc3[nH]cc(C(=O)N4CCCC4)c(=O)c3c2)c1 | . | . | 1% | -9 | . | 4% | . |
| CCS(=O)(=O)c1c(Nc2cc(C)ccc2C)sc(C(=O)c2ccccc2)c1N | . | . | 6% | 7 | . | -27% | . |
| COc1cccc(C(=O)NCCc2sc(-c3cccc(C)c3)nc2C)c1 | . | . | 19% | -3 | . | 3% | . |
